uPA generation: inhibitors of cell surface uPA generation; AID 540303; cell surface uPA generation assay, qHTS; 330,000 compounds, 0.31% hits; Potency, µM (highest dose often 38.3 µM), inactives show at the highest dose activity change, negative = inhibition, usual class: inhibitors; active means well fitted inhibition curve with a large enough effect; inconclusive means small, poorly fitted or top-dose-only effect; inactive means no such curve, though single readings can be large or run the other way; tested in mouse RAW 264.7 cells; further: on the % scale 0 is the no-effect control and ±100 the full control effect; nearly all actives have a fitted effect of over 55% in size
BRCA1 expr act: increases BRCA1 expression | MCF7-BRCA1-FFLuc reporter, luminescence, 48 h; response scale: scaled: vehicle 0%, 10 µM genistein 100% | Potency, µM (highest dose often 46.1 µM), for inactives: top-dose activation, hits mostly activators | 380,000 compounds, 1.1% hits | AID 624202; active means well fitted activation curve with a large enough effect; inconclusive means small, poorly fitted or top-dose-only effect; inactive means no such curve, though single readings can be large or run the other way; further: nearly all actives have a fitted effect of over 80% in size; some results filed as inactive show a strong effect at the top dose
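Activators of BRCA1 expression were detected as increased firefly luciferase luminescence in engineered MCF7 cells after 48 h compound incubation. Signals were scaled to genistein 10 microM as full activation.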
* = called active by the depositor; ? = inconclusive; [ ] = dose if it differs, or a comment. Potency means the concentration at half of the fitted maximal effect. Not all compounds are listed; the hit share may differ from the screen's.

Below each SMILES – uPA generation	BRCA1 expr act
> Cc1cc(C)c(NS(=O)(=O)c2ccccc2)c(C)c1
  -4.2%	32.6%
> CN(c1ccccc1)S(=O)(=O)c1cc(C(=O)OCC(=O)c2c(N)n(C)c(=O)n(C)c2=O)ccc1Cl
  -4.2%	-13.1%
> Nc1nc(N)c(N=Nc2ccccc2)c(=O)[nH]1
  -11.9%	16.2%
> Nc1cc([N+](=O)[O-])ccc1OCc1ccccc1
  -8.0%	?
> CN(C)c1ccc(CNCc2cccnc2)cc1
  -1.0%	-3.2%
> O=C(Cc1ccc(NC(=O)C2CCN(C(=O)C3CC3)CC2)cc1)Nc1cccc(C(=O)N2CCCC2)c1
  2.9%	2.3%
> O=C(CC(=O)OCc1ccccc1)OCc1ccccc1
  -1.3%	11.3%
> COC(=O)C1=C(C(=O)OC)[C@@H]2N(Cc3ccccc3)c3ccccc3[C@@]23C[C@@H](C(=O)OC)N(C(=O)NC(C)(C)C)C3=N1
  -8.3%	-23.8%
> O=C1c2ccccc2C(=O)N1CCCn1c2ccc(Cl)cc2c2nc3ccccc3nc21
  -17.4%	3.9%
> CCCCn1c(N)c(N(CC(C)C)C(=O)CN2C(=O)NC3(CCC(C(C)(C)CC)CC3)C2=O)c(=O)[nH]c1=O (configuration not stated)
  2.0%	-25.4%
> N#CCCN(C(=O)COC(=O)c1cccc(S(=O)(=O)N2CCCCCC2)c1)c1ccc(F)cc1
  -8.7%	-10.8%
> C=C(C)CN=CC1(C)CCC(C)=CO1 (configuration not stated)
  -1.5%	-18.0%
> C[C@@H]1CCC[C@@]2(O[C@@H](CCO)C[C@H](O)[C@H]2O)O1
  4.8%	-3.9%
> O=C(COC(=O)c1cccc(Cl)c1)Nc1cc(S(=O)(=O)N2CCOCC2)ccc1N1CCOCC1
  -1.8%	-17.6%
> COc1ccc(-c2csc(NC(C)c3nc4cc(C(F)(F)F)ccc4n3CCOCCO)n2)cc1 (configuration not stated)
  -12.6%	-42.8%
> Cc1cc(-c2nnc(CCC(=O)NC(C)(C)C34CC5CC(CC(C5)C3)C4)o2)no1
  5.2%	-0.2%
> Cc1cc(C(=O)c2ccccc2)cc(C)c1O
  -4.1%	0.7%
> Cc1cc(C)n(-c2nc(SCCN3CCOCC3)c3c4c(sc3n2)CCCC4)n1
  -1.6%	-3.1%
> N#CC1(Nc2ccc([N+](=O)[O-])cc2)CCCC1
  -4.0%	-16.4%
> CCOC(=O)c1ccc(NC(=O)c2ccnn2C)cc1
  1.2%	?

Reformatted in markdown: 16 of the compounds above.
| structure | uPA generation | BRCA1 expr act |
| --- | --- | --- |
| Cc1cc(C)c(NS(=O)(=O)c2ccccc2)c(C)c1 | -4.2% | 32.6% |
| CN(c1ccccc1)S(=O)(=O)c1cc(C(=O)OCC(=O)c2c(N)n(C)c(=O)n(C)c2=O)ccc1Cl | -4.2% | -13.1% |
| Nc1nc(N)c(N=Nc2ccccc2)c(=O)[nH]1 | -11.9% | 16.2% |
| Nc1cc([N+](=O)[O-])ccc1OCc1ccccc1 | -8.0% | ? |
| CN(C)c1ccc(CNCc2cccnc2)cc1 | -1.0% | -3.2% |
| O=C(Cc1ccc(NC(=O)C2CCN(C(=O)C3CC3)CC2)cc1)Nc1cccc(C(=O)N2CCCC2)c1 | 2.9% | 2.3% |
| O=C(CC(=O)OCc1ccccc1)OCc1ccccc1 | -1.3% | 11.3% |
| COC(=O)C1=C(C(=O)OC)[C@@H]2N(Cc3ccccc3)c3ccccc3[C@@]23C[C@@H](C(=O)OC)N(C(=O)NC(C)(C)C)C3=N1 | -8.3% | -23.8% |
| O=C1c2ccccc2C(=O)N1CCCn1c2ccc(Cl)cc2c2nc3ccccc3nc21 | -17.4% | 3.9% |
| CCCCn1c(N)c(N(CC(C)C)C(=O)CN2C(=O)NC3(CCC(C(C)(C)CC)CC3)C2=O)c(=O)[nH]c1=O (configuration not stated) | 2.0% | -25.4% |
| N#CCCN(C(=O)COC(=O)c1cccc(S(=O)(=O)N2CCCCCC2)c1)c1ccc(F)cc1 | -8.7% | -10.8% |
| C=C(C)CN=CC1(C)CCC(C)=CO1 (configuration not stated) | -1.5% | -18.0% |
| C[C@@H]1CCC[C@@]2(O[C@@H](CCO)C[C@H](O)[C@H]2O)O1 | 4.8% | -3.9% |
| O=C(COC(=O)c1cccc(Cl)c1)Nc1cc(S(=O)(=O)N2CCOCC2)ccc1N1CCOCC1 | -1.8% | -17.6% |
| COc1ccc(-c2csc(NC(C)c3nc4cc(C(F)(F)F)ccc4n3CCOCCO)n2)cc1 (configuration not stated) | -12.6% | -42.8% |
| Cc1cc(-c2nnc(CCC(=O)NC(C)(C)C34CC5CC(CC(C5)C3)C4)o2)no1 | 5.2% | -0.2% |

As entered above.
uPA generation, `Cc1cc(C)c(NS(=O)(=O)c2ccccc2)c(C)c1` reads -4.2%
BRCA1 expr act, `Cc1cc(C)n(-c2nc(SCCN3CCOCC3)c3c4c(sc3n2)CCCC4)n1` reads -3.1%
BRCA1 expr act, `COC(=O)C1=C(C(=O)OC)[C@@H]2N(Cc3ccccc3)c3ccccc3[C@@]23C[C@@H](C(=O)OC)N(C(=O)NC(C)(C)C)C3=N1` reads -23.8%
BRCA1 expr act, `C[C@@H]1CCC[C@@]2(O[C@@H](CCO)C[C@H](O)[C@H]2O)O1` reads -3.9%

Carrying on:
Below each SMILES – uPA generation	BRCA1 expr act
> C=C(CCO)C1=CCN(S(=O)C(C)(C)C)[C@H]1CCO (some centres not stated)
  2.1%	13.4%
> Cc1cc(C)nc(SCC(=O)Nc2sc3c(c2C#N)CCC(C)C3)n1 (configuration not stated)
  -0.1%	-32.3%
> NC(=O)c1ncn([C@@H]2O[C@H](CNCc3cccn3-c3ccncc3)[C@@H](O)[C@H]2O)n1
  9.0%	20.9%
> Cc1cccc(CN2CCN(CC(=O)NCc3ccc(F)cc3)C2=O)c1
  -4.0%	-6.7%
> NC(=O)NC1(C(=O)O)CCCC1
  5.0%	7.7%
> CN(CCOc1ccc(Cl)cc1)C(=O)c1cccc(S(=O)(=O)N2CCN(c3ccc(F)cc3)CC2)c1
  -15.6%	-64.0%
> CCOC(=O)C1=C(O)/C(=C/c2cn(CC(=O)NCC3CCCO3)c3ccccc23)SC1=Nc1ccc(C)cc1 (configuration not stated)
  1.4%	-32.2%
> O=C(Cc1cccs1)Nc1ccc(-c2nnc(-c3ccccc3)o2)cc1
  2.9%	-15.1%
> Cc1cc(C)c2c(n1)nn1c(N3CCN(c4ccccc4C)CC3)cc(C)nc21
  -3.9%	-8.4%
> Cn1c(N)nc2nc[nH]c2c1=S
  -9.7%	-60.1%
> CC1(C)Cc2c(sc3ncn4nc(-c5ccco5)nc4c23)CO1
  -6.1%	-20.4%
> Cc1c(Cl)cccc1NC(=O)CC(NCCN1CCOCC1)C(=O)O (configuration not stated)
  -11.1%	0.0%
> Nc1ccc2c(c1)C(=O)c1ccc(Br)cc1-2
  1.1%	-39.0%
> CCN(CC(=O)Nc1c(F)cccc1F)C(=O)Cc1cccs1
  1.1%	1.9%
> COC(=O)CSc1nc(SC)nc2c1sc1nc(-c3ccco3)c3c(c12)CC(C)(C)OC3
  0.2%	-3.0%
> CN(C(=O)c1cccc(NC(=O)Cc2ccc(NC(=O)C3CCCN(C(=O)C4CC4)C3)cc2)c1)C1CCC1 (configuration not stated)
  8.8%	18.5%
> COc1cnc(-c2ccccc2)c(-c2ccccc2)n1
  2.4%	-4.9%
> CCOC(=O)c1ccccc1NC(=O)C1CC(=O)N(C2CCCC2)C1 (configuration not stated)
  -2.1%	0.0%
> CN1N=C(C(=O)N=c2sc3ccccc3n2C)CCC1=O
  0.7%	43.8%
> CC(=O)c1sc(NC(=O)CN2C(=O)CCC2=O)nc1C
  8.9%	-2.6%
> COc1ccc(CN2CCN(C(=O)c3ccco3)CC2)c(OC)c1OC
  4.7%	-1.3%
> Cc1ccc2nc(-c3ccc(NC(=S)NCC(C)(C)CN(C)C)cc3)sc2c1
  -21.8%	93.1%
> O=C(O)c1cc(=S)nc[nH]1
  0.7%	1.1%
> O=C(Cc1cccc(NC(=O)C2CCCN(C(=O)CCc3ccccc3)C2)c1)Nc1cccc(C(=O)N2CCCCC2)c1 (configuration not stated)
  ?	0.9%
> CN(C(=O)c1cccc(NC(=O)Cc2ccc(NC(=O)C3CCN(C(=O)CCc4ccccc4)CC3)cc2)c1)C1CC1
  2.2%	6.5%
> CCCCn1cnc2c(SCc3cccc(F)c3)nc(N)nc21
  2.3%	62.5%
> Nc1cnccc1Oc1cccc(C(F)(F)F)c1
  0.0%	-12.9%
> CCC1CCc2sc(C(=O)N3CCN(c4ccccn4)CC3)cc2C1 (configuration not stated)
  0.3%	3.9%
> COc1cccc(NC(=O)CN(C)CC(=O)Nc2ccc(C)c(S(=O)(=O)N3CCOCC3)c2)c1
  -1.2%	-21.1%
> CN(CCc1ccccc1)C(=O)c1ccc(NC(=O)Cc2ccc(NC(=O)C3CCN(C(=O)CCc4ccccc4)CC3)cc2)cc1
  ?	-34.7%
> Cc1cn(C2CCCCC2)c(=O)[nH]c1=O
  -8.5%	-2.6%
> CC1(C)SC2C(C(=O)O)N=C(Cc3ccccc3)N2C1C(=O)O (configuration not stated)
  2.5%	-16.1%
> CCOC(=O)c1cnc(-n2nc(C)cc2C)nc1N1CC(C)OC(C)C1 (configuration not stated)
  -0.9%	0.3%[1.84 µM]
> NC(=S)NN=C1CCCCCCCC1
  -3.3%	-32.7%
> O=c1[nH]c(Nc2ccccn2)cc2ccccc12
  -19.2%	?
> C=CC[C@H](CC(=O)N[C@H](CO)Cc1ccccc1)C(=O)N[C@H](COC(=O)[C@@H](CC=C)Cc1ccc(F)cc1)Cc1c[nH]c2ccccc12
  -4.3%	-13.7%
> O=C(O)/C(=C\c1ccco1)NC(=O)c1ccc(Br)o1
  12.5%	-4.3%
> COc1ccccc1-n1c(=O)c2c3c(sc2n2c(SC)nnc12)CCC3
  1.9%	-10.6%
> CCCC[C@@H]1C[C@H]1[C@@H](NC(=O)c1ccco1)c1ccccc1C(F)(F)F
  3.4%	-34.2%
> COCCCNC(=O)CSc1nc2ccc(N3CCOCC3)cc2c(=O)n1CCc1ccccc1
  3.2%	-25.3%

Compound profiles (already shown). Values in the order: uPA generation, BRCA1 expr act
CCCC[C@@H]1C[C@H]1[C@@H](NC(=O)c1ccco1)c1ccccc1C(F)(F)F is listed as 3.4%, -34.2%
COc1ccccc1-n1c(=O)c2c3c(sc2n2c(SC)nnc12)CCC3 is listed as 1.9%, -10.6%

More compounds.
Below each SMILES – uPA generation	BRCA1 expr act
> CC(=O)O[C@@H]1[C@@H](OC(C)=O)[C@H](n2ccc3cc([N+](=O)[O-])ccc32)OC[C@@H]1OC(C)=O
  2.9%	-12.3%
> Cc1ccc(S(=O)(=O)N(C)CC(=O)O/N=C(\N)c2cccnc2)cc1
  12.4%	-7.7%
> CCCCCCCCN1[C@@H](CC(=O)OCC)c2cc(F)ccc2S1(=O)=O
  1.4%	-27.1%
> ON=C1c2ccccc2-c2ccc(Br)cc21
  6.3%	58.2%
> CN1CCC2CC1c1cc(-c3ccc(C(F)(F)F)cc3)ccc12 (configuration not stated)
  -15.6%	-58.1%
> CC(=O)Nc1c(Cl)cc2c(c1Cl)C(=O)c1ccccc1-2
  -4.3%	-40.5%
> CC(=O)C1CCC2C3CC(O)C4=CC(=O)CCC4(C)C3C(=O)CC12C (configuration not stated)
  5.3%	1.1%
> CC12CCC(O)CC1=CCC1C2CCC2(C)c3[nH]ncc3CC12 (configuration not stated)
  10.7%	-21.5%
> COc1ccc2c(c1)OC[C@H]1[C@H]2N2C(=O)CN(Cc3ccccc3)C(=O)[C@@]2(C)[C@H]1c1ccccc1
  7.6%	-41.3%
> Cc1cccc(C2NC(=O)c3ccccc3N2)c1 (configuration not stated)
  -10.0%	-6.5%
> O=C(O)CN1C(=O)C2(OCCO2)c2cc(Br)ccc21
  5.7%	0.1%
> c1ccc(OCCSc2ncnc3nc[nH]c23)cc1
  -12.6%	8.91µM*
> CCC/C(=N/Nc1ccc(Cl)cc1)c1cnnc(-c2ccccc2)n1
  2.9%	-4.8%[1.84 µM]
> CCN(C(=O)COC(=O)c1ccc2[nH]c(C)c(C)c2c1)c1c(N)n(Cc2ccccc2)c(=O)[nH]c1=O
  3.6%	-9.4%
> COC(=O)C[C@H]1c2ccccc2S(=O)(=O)N1c1cccc(OC)c1
  -18.3%	5.9%
> O=C1C=CC(=O)N1c1ccc2c(c1)Cc1cc(F)ccc1-2
  -7.8%	-0.6%
> COCOc1ccc(C=O)cc1OCOC
  -4.4%	0.6%
> Cc1sc2ccccc2c1CNC[C@H]1O[C@@H](n2cnc(C(N)=O)n2)[C@H](O)[C@@H]1O
  11.8%	-19.3%

Screening results (PubChem)
